Assay outcomes: PubChem, several laboratories
MCL1-BIM inh: inhibitors of human MCL1 binding to BIM-BH3 peptide; Q07820; GST-MCL1 / FITC-Bim-BH3 fluorescence polarization; inhibition, % at 10.9 µM; 320,000 tested, 0.68% active;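 active = inhibition above the mean inhibition of all tested compounds plus 3 SD, set per campaign, cut at about 40% in these data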;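 also: 0% = DMSO wells and 100% = unlabeled Bim-BH3 peptide control; higher means more loss of mP so more displacement of Bim peptide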
BCLXL inh: Bcl-xL (human) inhibition; Q07817; GST-Bcl-xL / FITC-Bim BH3 peptide fluorescence polarization; inhibition, % at 10.9 µM; 320,000 tested, 0.7% active; AID 2129;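 active = inhibition above the mean of all tested compounds plus 3 SD, cutoff set per campaign, cut at about 30% in these data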;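 also: 0% = DMSO wells and 100% = unlabeled Bim-BH3 peptide competitor; inhibitors lower millipolarization by displacing the labeled peptide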
PAFAH1B2 inh: PAFAH1B2 (human) inhibition | P68402 | recombinant PAFAH1B2, FP-rhodamine activity probe, fluorescence polarization | inhibition, % at 3.39 µM | 340,000 tested, 1.2% active;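 active = inhibition above the mean of all tested compounds plus 3 SD, cut at about 24% in these data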;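 also: 0% = enzyme with DMSO and 100% = wells lacking PAFAH1B2; many of its hits are not listed in these tables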
Target sequence (P68402 whole entry, looked up): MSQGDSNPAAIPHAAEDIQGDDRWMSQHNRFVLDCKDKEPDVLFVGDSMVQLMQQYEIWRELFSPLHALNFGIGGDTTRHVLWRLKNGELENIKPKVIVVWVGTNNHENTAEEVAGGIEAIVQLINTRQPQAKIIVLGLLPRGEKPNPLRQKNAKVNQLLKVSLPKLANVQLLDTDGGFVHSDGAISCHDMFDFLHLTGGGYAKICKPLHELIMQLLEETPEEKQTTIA
AHR act: activates the human aryl hydrocarbon receptor; activation, % at 5 µM; AHR-responsive luciferase reporter cells, luminescence; 320,000 tested, 2.5% active; P35869; in the data active = activation above about 47%;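 also: 0% = vehicle wells and 100% = reference agonist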
Target sequence (P35869 whole entry, looked up): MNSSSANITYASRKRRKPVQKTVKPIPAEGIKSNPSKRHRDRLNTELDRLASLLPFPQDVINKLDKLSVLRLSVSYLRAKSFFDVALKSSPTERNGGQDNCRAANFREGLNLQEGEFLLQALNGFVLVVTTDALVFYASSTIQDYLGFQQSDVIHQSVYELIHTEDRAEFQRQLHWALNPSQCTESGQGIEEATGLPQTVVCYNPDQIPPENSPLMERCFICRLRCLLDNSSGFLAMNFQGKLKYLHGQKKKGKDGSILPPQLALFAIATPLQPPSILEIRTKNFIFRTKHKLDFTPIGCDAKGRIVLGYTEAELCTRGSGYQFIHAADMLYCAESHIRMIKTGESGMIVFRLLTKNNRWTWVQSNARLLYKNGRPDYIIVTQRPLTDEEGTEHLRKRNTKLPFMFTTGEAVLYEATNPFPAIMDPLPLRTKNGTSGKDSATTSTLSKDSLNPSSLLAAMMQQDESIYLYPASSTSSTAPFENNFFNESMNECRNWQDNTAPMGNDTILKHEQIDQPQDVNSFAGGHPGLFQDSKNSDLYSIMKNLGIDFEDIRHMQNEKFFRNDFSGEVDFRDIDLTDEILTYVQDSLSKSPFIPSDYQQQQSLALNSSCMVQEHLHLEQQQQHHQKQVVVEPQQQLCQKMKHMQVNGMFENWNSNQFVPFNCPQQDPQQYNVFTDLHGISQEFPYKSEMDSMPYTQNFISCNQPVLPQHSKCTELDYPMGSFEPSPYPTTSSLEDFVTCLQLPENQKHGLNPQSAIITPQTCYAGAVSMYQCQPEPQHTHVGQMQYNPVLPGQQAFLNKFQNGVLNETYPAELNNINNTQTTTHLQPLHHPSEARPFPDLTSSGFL
MEX-5 binding: C. elegans MEX-5 TCR-2 RNA binding activity | Q9XUB2 | MEX-5/FITC-TCR2 RNA binding, fluorescence polarization; hits give low values | activity score (negative = inhibition of binding), % at 10 µM | 300,000 tested, 0.38% active | AID 1832;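 active = inhibition past about -25% in most replicates, and total fluorescence under double the plate's negative control median, limit read from the data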;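 also: 0% = DMSO and -100% = 5 µM competing unlabeled TCR2 RNA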
pPAFAH inh: inhibitors of human plasma PAF acetylhydrolase (pPAFAH). Q13093. recombinant pPAFAH, FP-rhodamine probe fluorescence polarization. inhibition, % at 3.39 µM. 330,000 tested, 1.5% active;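 active = inhibition above the mean inhibition across the screen plus 3 SD, cut at about 25% in these data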;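 also: inhibitors block binding of the rhodamine activity-based probe so polarization drops; 0% = enzyme with DMSO and 100% = wells lacking pPAFAH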
PME-1 inh: PME-1 (human) inhibition; recombinant PME-1, FP-Rh probe fluorescence polarization; inhibition, % at 5.9 µM; 320,000 tested, 0.53% active;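 active = inhibition above the campaign mean of all compounds plus 3 SD, cut at about 26% in these data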;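 also: competitive labeling of PME-1 active site by serine hydrolase directed probe; 0% = PME-1 with DMSO and 100% = wells lacking PME-1 enzyme; inhibitors block probe labeling so polarization falls and inhibition rises; many of its hits are not listed in these tables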
Fam108B counter: counter-screen for RBBP9 inhibitors: inhibitors of mouse Fam108B | recombinant Fam108B, FP-Rh probe fluorescence polarization | inhibition, % at 9.51 µM | 300,000 tested, 0.33% active | AID 1947;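 active = inhibition above the screen mean inhibition plus 3 SD, computed separately per campaign, cut at about 18% in these data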;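 also: inhibitors lower polarization as less probe binds the enzyme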
GLD-1 RNA inh: GLD-1-TGE RNA interaction inhibition (C. elegans) | purified GLD-1 + fluorescein TGE RNA, fluorescence polarization | inhibition, % at 5.96 µM | 320,000 tested, 0.44% active | AID 2280;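 active = percent inhibition above a per-plate cutoff, the plate mean of test compounds plus 3 SD, cut at about 30% in these data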;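 also: 0% = DMSO wells with GLD-1 and probe and 100% = wells lacking GLD-1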
* marks the source's active call; other numbers are inactive results. The list is partial. The share of hits here may be higher or lower than overall.

What do the screens show for `CCOc1cc(N2CCOCC2)c(OCC)cc1NC(=O)COC(=O)C1CCCN1S(=O)(=O)c1ccccc1F` (stereo unspecified)?
MCL1-BIM inh: -3; BCLXL inh: 5; PAFAH1B2 inh: -2; AHR act: 2; pPAFAH inh: 2; PME-1 inh: -1; GLD-1 RNA inh: 7

How did COCCn1c(SCC(=O)c2ccc3c(c2)OCCO3)nnc1-c1ccoc1C do in these assays?
MCL1-BIM inh: -3; BCLXL inh: -4; PAFAH1B2 inh: 2; AHR act: 1; MEX-5 binding: 2.4; pPAFAH inh: 2; PME-1 inh: -5; Fam108B counter: 0; GLD-1 RNA inh: 0

Results for O=C(NCc1cccs1)C1CCN(S(=O)(=O)c2cccc3nsnc23)CC1 ?
MCL1-BIM inh: -2; BCLXL inh: 6; PAFAH1B2 inh: 4; AHR act: 0; MEX-5 binding: 2.1; pPAFAH inh: 1; PME-1 inh: 13; Fam108B counter: -2; GLD-1 RNA inh: 2

Results for CCOC(=O)c1nc(C)[nH]c1C(=O)OCC ?
MCL1-BIM inh: -7; BCLXL inh: -1; PAFAH1B2 inh: -5; AHR act: -1; MEX-5 binding: -1.2; pPAFAH inh: 1; PME-1 inh: 1; Fam108B counter: -2; GLD-1 RNA inh: 6

Results for COc1ccccc1NS(=O)(=O)c1ccc(C)c(C(=O)NCCCN2CCCC2=O)c1 ?
MCL1-BIM inh: -4; BCLXL inh: -1; PAFAH1B2 inh: 2; AHR act: -1; MEX-5 binding: 1.4; pPAFAH inh: -5; PME-1 inh: -9; Fam108B counter: -1; GLD-1 RNA inh: 2

What do the screens show for `O=C(Nc1ccc(-n2cnnn2)cc1)C1CCCN1C(=O)NC1CCCCC1` (stereo unspecified)?
MCL1-BIM inh: 2; BCLXL inh: 0; PAFAH1B2 inh: 1; AHR act: 6; MEX-5 binding: 0.9; pPAFAH inh: 4; PME-1 inh: 6; Fam108B counter: 0; GLD-1 RNA inh: -1

Results for CC(/C=C/c1ccccc1)=N/NC(=O)c1cccc(Br)c1 ?
MCL1-BIM inh: -6; BCLXL inh: -3; PAFAH1B2 inh: -10; AHR act: 21; MEX-5 binding: -4.2; pPAFAH inh: 3; PME-1 inh: -8; Fam108B counter: 1; GLD-1 RNA inh: 6

How did O=S(=O)(c1cc(Br)ccc1Br)N1CCCCCC1 do in these assays?
MCL1-BIM inh: -4; BCLXL inh: -2; PAFAH1B2 inh: 3; AHR act: -1; MEX-5 binding: -0.1; pPAFAH inh: 3; PME-1 inh: 1; Fam108B counter: 4; GLD-1 RNA inh: 6

Results for Cc1ccc2nc(Nc3ncc4c(n3)CC(C)(C)CC4=O)nc(C)c2c1 ?
MCL1-BIM inh: -10; BCLXL inh: -5; PAFAH1B2 inh: 2; AHR act: 2; MEX-5 binding: -1.2; pPAFAH inh: 2; PME-1 inh: -5; Fam108B counter: 4; GLD-1 RNA inh: -9

What do the screens show for `CCOC(=O)c1cc2c(=O)[nH]ccc2nc1C`?
MCL1-BIM inh: -1; BCLXL inh: 0; PAFAH1B2 inh: 2; AHR act: -1; MEX-5 binding: -2.3; pPAFAH inh: -5; PME-1 inh: 1; Fam108B counter: 0; GLD-1 RNA inh: -9

What do the screens show for `COCCOC(=O)C1=C(C)NC2=C(C(=O)CC(C)(C)C2)C1c1ccc2c(c1)OCO2` (stereo unspecified)?
MCL1-BIM inh: 10; BCLXL inh: 6; PAFAH1B2 inh: 2; AHR act: -2; MEX-5 binding: -0.1; pPAFAH inh: 2; PME-1 inh: -5; Fam108B counter: 0; GLD-1 RNA inh: 3

What do the screens show for `Cc1ccc(-c2cc(C(=O)NCc3cnn(C)c3C)c3cc(Br)ccc3n2)cc1`?
MCL1-BIM inh: -4; BCLXL inh: 5; PAFAH1B2 inh: -2; AHR act: 22; MEX-5 binding: -5.0; pPAFAH inh: -6; PME-1 inh: -18; Fam108B counter: -9; GLD-1 RNA inh: 1

Results for CC1(C)OC(=O)C(=C2CCCN2)C(=O)O1 ?
MCL1-BIM inh: 4; BCLXL inh: 4; PAFAH1B2 inh: 4; AHR act: 10; MEX-5 binding: 2.0; pPAFAH inh: 2; PME-1 inh: 7; Fam108B counter: 3; GLD-1 RNA inh: -9

How did CCCCCNC(=O)Cc1ccc(OC)cc1 do in these assays?
MCL1-BIM inh: 3; BCLXL inh: 8; PAFAH1B2 inh: 0; AHR act: 1; MEX-5 binding: 0.1; pPAFAH inh: -2; PME-1 inh: -1; Fam108B counter: 2; GLD-1 RNA inh: 5

Results for COC(=O)c1cc(=O)n(Cc2ccccc2)c(=NCc2ccccc2)s1 ?
MCL1-BIM inh: -8; BCLXL inh: 3; AHR act: -2; MEX-5 binding: -0.4; pPAFAH inh: 1; PME-1 inh: 0; Fam108B counter: -2; GLD-1 RNA inh: 2

How did CCCCC/C=N/NC(=O)c1[nH]c2ccc([N+](=O)[O-])cc2c1C do in these assays?
MCL1-BIM inh: -3; BCLXL inh: -6; PAFAH1B2 inh: 10; AHR act: 15; MEX-5 binding: -1.6; pPAFAH inh: -7; PME-1 inh: -19; Fam108B counter: -3; GLD-1 RNA inh: -6

What do the screens show for `COc1cccc(N2CC(NS(=O)(=O)c3ccc4ccccc4c3)CC2=O)c1` (stereo unspecified)?
MCL1-BIM inh: -7; BCLXL inh: 3; PAFAH1B2 inh: 10; AHR act: -1; MEX-5 binding: -2.4; pPAFAH inh: 5; PME-1 inh: 16; Fam108B counter: 2; GLD-1 RNA inh: -5

How did C/C(=N\Nc1ccccn1)c1ccc(Br)s1 do in these assays?
MCL1-BIM inh: -3; BCLXL inh: 3; AHR act: 70*; MEX-5 binding: 4.4; pPAFAH inh: 11; PME-1 inh: 4; Fam108B counter: -1; GLD-1 RNA inh: 3

How did COc1ccc(C(=O)Nc2ccc(S(=O)(=O)NC(C)=O)cc2)cc1 do in these assays?
MCL1-BIM inh: 10; BCLXL inh: 5; PAFAH1B2 inh: 1; AHR act: -1; MEX-5 binding: 1.7; pPAFAH inh: 2; PME-1 inh: -1; Fam108B counter: -2; GLD-1 RNA inh: -1

Results for O=C(OCc1nc2ccccc2[n+]([O-])c1C(=O)c1ccccc1)c1cccs1 ?
MCL1-BIM inh: -31; BCLXL inh: -10; PAFAH1B2 inh: 4; AHR act: 0; MEX-5 binding: -0.9; pPAFAH inh: 2; PME-1 inh: -4; Fam108B counter: 3; GLD-1 RNA inh: 5

How did CC(C)(C)C(=O)Cn1c(NCCO)nc2ccccc21 do in these assays?
MCL1-BIM inh: -11; BCLXL inh: -4; PAFAH1B2 inh: 4; AHR act: -1; MEX-5 binding: 3.1; pPAFAH inh: -1; PME-1 inh: 6; Fam108B counter: 2; GLD-1 RNA inh: -7

What do the screens show for `Cc1ccc(S(=O)(=O)N(CC(=O)Nc2cccnc2)c2cccc(Br)c2)cc1`?
MCL1-BIM inh: 9; BCLXL inh: 3; PAFAH1B2 inh: 4; AHR act: 3; MEX-5 binding: 0.0; pPAFAH inh: 5; PME-1 inh: 11; Fam108B counter: -3; GLD-1 RNA inh: -3

What do the screens show for `OCCN1CCN(c2ncnc3c2c(-c2ccccc2)cn3-c2ccc(Br)cc2)CC1`?
MCL1-BIM inh: -4; BCLXL inh: 4; PAFAH1B2 inh: -1; AHR act: 3; MEX-5 binding: 1.2; pPAFAH inh: 22; PME-1 inh: 0; Fam108B counter: -2; GLD-1 RNA inh: 3

What do the screens show for `COc1ccc(-c2cn(-c3ccc(OC)cc3)c(=S)[nH]2)cc1`?
MCL1-BIM inh: -22; BCLXL inh: -9; PAFAH1B2 inh: 1; AHR act: 5; MEX-5 binding: -2.6; pPAFAH inh: 1; PME-1 inh: -10; Fam108B counter: 3; GLD-1 RNA inh: -2

Results for O=C(Cc1ccc(Cl)cc1)NCC(=O)N1CCCCCC1 ?
MCL1-BIM inh: 4; BCLXL inh: 8; PAFAH1B2 inh: 2; AHR act: 0; MEX-5 binding: 0.2; pPAFAH inh: 2; PME-1 inh: 3; Fam108B counter: 5; GLD-1 RNA inh: -1

Results for CN(C)/C=N/c1sccc1C(N)=O ?
MCL1-BIM inh: 12; BCLXL inh: 14; PAFAH1B2 inh: -3; AHR act: 6; MEX-5 binding: -1.2; pPAFAH inh: -8; PME-1 inh: -8; Fam108B counter: 7; GLD-1 RNA inh: 7

What do the screens show for `CCO[C@@H]1OC(C(=O)N2CCN(Cc3ccc4c(c3)OCO4)CC2)=C[C@H](c2ccc(C(F)(F)F)cc2)[C@H]1CCCO`?
MCL1-BIM inh: 3; BCLXL inh: 7; PAFAH1B2 inh: 2; AHR act: 4; MEX-5 binding: 2.1; pPAFAH inh: 2; PME-1 inh: 5; Fam108B counter: 0; GLD-1 RNA inh: -2

Results for COc1ccc(-c2nn(C)c(=O)c3ccccc23)cc1CNS(C)(=O)=O ?
MCL1-BIM inh: 7; BCLXL inh: 10; PAFAH1B2 inh: -3; AHR act: 4; MEX-5 binding: -0.1; pPAFAH inh: 1; PME-1 inh: 3; Fam108B counter: 5; GLD-1 RNA inh: 2

What do the screens show for `CS(=O)(=O)Nc1ccc(Oc2ncccn2)cc1`?
MCL1-BIM inh: 10; BCLXL inh: 12; PAFAH1B2 inh: 3; AHR act: 0; MEX-5 binding: -1.3; pPAFAH inh: -1; PME-1 inh: 2; Fam108B counter: -2; GLD-1 RNA inh: 2

How did Oc1ccc(/C=N/NC2=NCCCCC2)c(O)c1 do in these assays?
MCL1-BIM inh: -2; BCLXL inh: 1; PAFAH1B2 inh: 7; AHR act: 6; MEX-5 binding: -3.6; pPAFAH inh: 7; PME-1 inh: -2; Fam108B counter: 2; GLD-1 RNA inh: 0

What do the screens show for `O=C(c1ccccc1)c1ccc(OCCOCCN2CCN(Cc3ccccc3)CC2)cc1`?
MCL1-BIM inh: -5; BCLXL inh: 3; PAFAH1B2 inh: 2; AHR act: 2; MEX-5 binding: -1.8; pPAFAH inh: 4; PME-1 inh: 2; Fam108B counter: -1; GLD-1 RNA inh: -8

Results for COc1cc(C2SCC(=O)N2CCc2ccc(OC)c(OC)c2)ccc1O (stereo unspecified) ?
MCL1-BIM inh: 6; BCLXL inh: 6; AHR act: -1; MEX-5 binding: 1.4; pPAFAH inh: 2; PME-1 inh: 0; Fam108B counter: 4; GLD-1 RNA inh: 2

Results for CCOC(=O)CCC(=O)Nc1ccc(S(=O)(=O)N2CCCCC2)cc1 ?
MCL1-BIM inh: 4; BCLXL inh: 1; PAFAH1B2 inh: 5; AHR act: 0; MEX-5 binding: -2.6; pPAFAH inh: -1; PME-1 inh: 2; Fam108B counter: 5; GLD-1 RNA inh: -1

Results for CC(=O)c1ccc(OCc2cc(C(=O)N(C)CCN3CCOCC3)no2)cc1 ?
MCL1-BIM inh: -9; BCLXL inh: 2; PAFAH1B2 inh: 3; AHR act: 1; MEX-5 binding: 2.0; pPAFAH inh: 1; PME-1 inh: -1; Fam108B counter: 2; GLD-1 RNA inh: -4

How did Cc1cccc(C(=O)O/N=C/c2c(N3CCOCC3)n(C)c3ccccc23)c1 do in these assays?
MCL1-BIM inh: 2; BCLXL inh: -1; AHR act: 11; MEX-5 binding: 0.0; pPAFAH inh: -7; PME-1 inh: 0; Fam108B counter: -1; GLD-1 RNA inh: -3
